SRC1 inh: inhibits human SRC1 coactivator. 0.12% of 360,000 active. inhibition, % at 3.6 µM. Q15788. HEK293 GAL4-SRC1 luciferase reporter, luminescence;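 active = inhibition above the campaign mean plus 3 SD, with each screening campaign given its own cutoff, cut at about 60% in these data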;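 also: 0% = DMSO treated cells and 100% = gossypol at 36 µM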
COUP-TFII inh: NR2F2 (human) inhibition, primary screen; P24468; HEK293T NGFI-A luciferase reporter, luminescence; inhibition, % at 8.6 µM; 0.7% of 370,000 active; AID 686940;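 active = inhibition above a per-plate cutoff, mean inhibition of test wells between control levels plus 3 SD, cut at about 38% in these data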;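 also: cells cotransfected with COUP-TFII expression vector driving the NGFI-A reporter; 0% = median of COUP-TF2 test wells and 100% = reporter-only cells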
Target sequence (P24468 whole entry, looked up): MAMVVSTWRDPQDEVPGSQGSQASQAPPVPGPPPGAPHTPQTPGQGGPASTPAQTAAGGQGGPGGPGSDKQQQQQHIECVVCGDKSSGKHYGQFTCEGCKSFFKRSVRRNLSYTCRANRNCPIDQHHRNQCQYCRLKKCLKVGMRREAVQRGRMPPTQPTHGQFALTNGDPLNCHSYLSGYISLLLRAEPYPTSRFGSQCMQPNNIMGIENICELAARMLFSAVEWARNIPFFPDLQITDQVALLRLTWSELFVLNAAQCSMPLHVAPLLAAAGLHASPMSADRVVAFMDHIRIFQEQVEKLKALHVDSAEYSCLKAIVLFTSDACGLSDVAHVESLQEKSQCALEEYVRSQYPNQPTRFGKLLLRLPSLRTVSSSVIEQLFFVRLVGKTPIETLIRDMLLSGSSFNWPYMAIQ
KKLEB cytotox: CF airway cell cytotoxicity counter-screen | KKLEB CF airway cells viability, ATPlite luminescence, overnight; stronger effect = lower value; cells stimulated with P. aeruginosa culture filtrate | activity change (cytotoxicity), % at 5 µM | 0.36% of 360,000 active;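 active = corrected activity change at or below -50% at 5 µM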
CF NFkB block: cystic fibrosis NF-kB activation inhibition; KKLEB NF-kB-GFP reporter, PAF-induced, GFP fluorescence overnight; inhibition, % at 5 µM; 0.86% of 360,000 active; AID 588850;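 active = at least 50% inhibition at 5 µM, scaled per plate between neutral and stimulator controls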;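 also: PAF is a Pseudomonas aeruginosa culture filtrate used as stimulus; plate controls were PAF-stimulated DMSO wells for no effect and unstimulated DMSO wells for full effect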
TROY NFkB inh: blocks TROY-dependent signaling in reporter cells; inhibition, % at 10 µM; Q293 LMP1-TROYcd NF-kB luciferase reporter, 4 h; 0.98% of 360,000 active;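 active = compounds whose plate-normalised and pattern-corrected inhibition of the luciferase reporter signal at the single screening dose is 50% or more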
TRAIL sens C8: sensitizes caspase-8 expressing cells to TRAIL. AID 624354. NB7+C8 cells + TRAIL, ATPlite viability luminescence. 1% of 360,000 active. inhibition (viability loss, TRAIL sensitization), % at 10 µM;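 active = compounds causing at least 50% loss of cell viability in the single-dose screen, relative to plate controls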
LRH-1 inv ag: inverse agonists of human LRH-1 (NR5A2); O00482; HEK293T StAR-luciferase reporter, LRH-1 transfected, 24 h; inhibition, % at 3.6 µM; 0.13% of 360,000 active; AID 602396;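 active = inhibition above the mean inhibition of all tested compounds plus 3 SD, cut at about 73% in these data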;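 also: 0% = DMSO wells and 100% = reporter-only cells lacking LRH-1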
Target sequence (O00482 whole entry, looked up): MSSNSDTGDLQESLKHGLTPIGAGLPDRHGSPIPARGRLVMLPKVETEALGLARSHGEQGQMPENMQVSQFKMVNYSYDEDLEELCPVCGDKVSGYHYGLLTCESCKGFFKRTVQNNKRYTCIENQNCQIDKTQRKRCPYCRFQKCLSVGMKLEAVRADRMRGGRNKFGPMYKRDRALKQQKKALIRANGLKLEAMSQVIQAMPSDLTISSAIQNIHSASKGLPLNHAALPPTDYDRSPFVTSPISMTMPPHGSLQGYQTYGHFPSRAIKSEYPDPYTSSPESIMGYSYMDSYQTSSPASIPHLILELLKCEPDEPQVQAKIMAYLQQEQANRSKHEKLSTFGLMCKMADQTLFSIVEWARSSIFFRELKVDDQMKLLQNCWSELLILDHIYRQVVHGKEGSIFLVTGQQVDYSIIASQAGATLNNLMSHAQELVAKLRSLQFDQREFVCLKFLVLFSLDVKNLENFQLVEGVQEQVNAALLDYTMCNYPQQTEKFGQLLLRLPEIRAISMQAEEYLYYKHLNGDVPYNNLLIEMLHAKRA
Shn3 inh set2: inhibitors of Schnurri-3 3'UTR reporter in osteoblasts. inhibition, % at 12.5 µM. AID 588674. Clone20 osteoblast Shn3 3'UTR firefly luciferase, 24 h. 0.52% of 360,000 active;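 active = mean inhibition of at least 75% with every replicate also reaching 75%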;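 also: 0% = median of neutral control wells and 100% = pilot-screen positive control compound; some compounds past the cut are filed as inactive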
EBV LMP1 NFkB: Epstein-Barr LMP1 NF-kappaB reporter inhibition; LMP1-induced NF-kappaB luciferase reporter cells, luminescence; inhibition, % at 12.5 µM; 0.69% of 350,000 active; in the data active = inhibition above about 41%;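 also: 0% = neutral control wells and 100% = reference inhibitor control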
SRC3 inh: human NCOA3 inhibition. 0.17% of 360,000 active. AID 588352. Q9Y6Q9. HEK293 GAL4-SRC3 luciferase reporter, luminescence. inhibition, % at 3.6 µM;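 active = inhibition above a per-campaign cutoff, the mean of all compounds plus 3 SD, cut at about 60% in these data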;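 also: 0% = DMSO-treated cells and 100% = gossypol-treated cells at 36 µM; higher means less SRC3-driven luciferase light from the GAL4 reporter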
TWEAK-Fn14 inh: TWEAK-Fn14 signaling inhibition. TWEAK-stimulated Fn14 reporter cells, luciferase luminescence, 8 h. inhibition, % at 10 µM. 2% of 360,000 active. AID 1159606; in the data active = inhibition above about 50%
Numbers without * were called inactive; x = not tested or not shown; & = joins results of further samples.

SMILES	SRC1 inh	COUP-TFII inh	KKLEB cytotox	CF NFkB block	TROY NFkB inh	TRAIL sens C8	LRH-1 inv ag	Shn3 inh set2	EBV LMP1 NFkB	SRC3 inh	TWEAK-Fn14 inh
CN(C)C(=O)Oc1cc(OC(=O)N(C)C)cc(C(O)CNC(C)(C)C)c1 (stereo not drawn)	7&0	-6&5	1&-24	-10&41	16&6	6&-5	4&-3	-27&9	3&-3	7&3	15&6
COc1ccc2ccccc2c1CNCCc1ccccc1	10	7	-5	13	16	3	20	28	7	7	-5
CN1C(=O)C(=Cc2c(OCc3cnc(Cl)s3)ccc3ccccc23)C(=O)N(C)C1=O	-21	-7	10	-25	-51	-8	-42	-39	-15	-28	-11
CC1(C)C2CC=C(CN3CCC(O)CC3)C1C2 (stereo not drawn)	-4	0	3	-5	4	3	3	10	-5	19	-2
CCC(=NCC1CCCO1)c1c(O)n(-c2ccc(OC)cc2)c(=O)[nH]c1=O (stereo not drawn)	4	-7	-6	13	-15	1	3	-5	-1	-7	9
Fc1ccc(CCNCc2ccc(Br)cc2)cc1	-3	-9	5	-2	9	-1	7	-14	-41	19	0
CCc1ccc(N2C(=O)NC(=O)C(CCc3ccncc3)(CCc3ccncc3)C2=O)cc1	11	-3	1	6	-4	18	-15	1	-7	12	0
Cc1cccc(NC(=O)CN2CCN(C(=O)COc3cccc(Br)c3)CC2)c1C	-9	3	0	-10	1	1	4	6	1	8	-3
COc1ccc(OCCSc2nnnn2C2CCCCC2)cc1	-17	4	-9	5	-30	2	-5	12	-9	7	-23
O=[N+]([O-])/C(Cl)=C1\NCCN1Cc1ccc(Cl)nc1	5	4	3	5	11	11	12	8	-3	12	13
O=c1[nH]c(=O)n(-c2cccc3ccccc23)c(O)c1C=NCCCn1ccnc1	-13	-6	-3	-1	16	-12	-4	-6	-5	2	62*
CCn1c(C)c(C(=O)Nc2ccc(OC)cc2)c2cc(OC)ccc21	-43	-6	2	2	-35	0	-65	-34	-7	-75	-41
CN1CCC(OC(=O)c2cccc(F)c2)CC1	3	19	-3	5	-38	1	5	12	3	7	7
CCOC(=O)[C@]12Cc3ccccc3[C@H]1N(C)C(=O)c1cc(OC)ccc12	x	6	x	x	12	8	3	x	x	x	19
O=C(/C=C/c1ccccc1)N1Cc2ccccc2-n2nncc2C1	-7	1	-6	-16	2	-3	-2	-2	-2	-2	0
CN(C)[C@@H]1C(=O)C(C(N)=O)=C(O)[C@@]2(O)C(=O)C3=C(O)c4c(O)cccc4[C@@](C)(O)C3[C@H](O)C12 (stereo partly drawn)	-5&-12	-10	-5&4	15&40	7&-10	-1&-6	-8&-25	-3&35	-8&0	-21&-7	0&5
COC(=O)OCC12CCC(O1)C1(C)C(=O)OCC21 (stereo not drawn)	-43	9	14	-5	4	-7	10	14	1	10	-3
Cn1c(O)c(C(=Nc2ccccc2)SCc2ccccc2Cl)c(=O)n(C)c1=O	-18	-12	-3	-11	1	2	-11	12	-12	15	19
COc1ccc(OC)c(NP(=O)(Oc2ccc(Cl)cc2)Oc2ccc(Cl)cc2)c1	8	7	0	-8	9	0	-1	-2	10	-14	8
COc1ccccc1C1CC2CCC(C1OC(C)=O)N2Cc1ccccc1 (stereo not drawn)	-6	7	-5	4	-1	13	15	-11	7	3	-7
COc1ccc(CC[n+]2cc(/N=C(\C)[O-])on2)cc1OC	-6	12	-7	-8	10	-6	9	-16	1	2	5
Cc1c2cnn(CC(=O)N3CCC4(CC3)OCCO4)c(=O)c2c(C)n1Cc1cccc(Cl)c1	5	5	17	7	-3	-1	13	-15	-6	-15	-15
Cc1cc(C)cc(-n2c(O)c(C=Nc3ccc(N4CCOCC4)cc3)c(=O)[nH]c2=S)c1	-2	7	0	8	24	21	-17	-9	-4	-2	19
Cc1nn(Cc2ccccc2Cl)c(C)c1C(=O)OCC(=O)NC1CCS(=O)(=O)C1 (stereo not drawn)	-6	-18	7	-20	-14	5	8	12	2	26	-11
CCN(CC)P(c1n(C)cc[n+]1C)N(CC)CC	8	7	-20	1	-7	0	17	-2	-8	8	-6
(next part)
SMILES	SRC1 inh	COUP-TFII inh	KKLEB cytotox	CF NFkB block	TROY NFkB inh	TRAIL sens C8	LRH-1 inv ag	Shn3 inh set2	EBV LMP1 NFkB	SRC3 inh	TWEAK-Fn14 inh
c1ccc(-c2ccc(-c3n(-c4ccccn4)c4ccccc4[n+]3-c3ccccn3)cc2)cc1	-4	4	-22	16	25	13	-6	30	10	4	41
COC(=O)C1=C(c2cccc(OCc3ccccc3)c2)C[C@@H]2CC[C@H]1N2C(=O)NCc1ccc(F)cc1	-7	6	2	-15	11	6	-9	31	7	-4	12
C/C(=N\NC(=O)c1ccccc1O)c1c(O)n(C2CCCCC2)c(=O)[nH]c1=O	-9	-7	-5	8	-6	-6	-9	-33	-18	-16	-1
Cc1cc(OC(C)C(=O)NCC(O)c2ccccc2)c2c3c(c(=O)oc2c1)CCCC3 (stereo not drawn)	-26	15	-1	-25	-11	-7	40	-3	-4	13	-17
CCOC(C[n+]1c(-c2ccccc2)cc(C)cc1-c1ccccc1)OCC	10	12	2	-8	-8	5	20	3	6	11	18
Clc1cccc(N2CCNCC2)c1Cl	12	-4	-67*	-2	-6	-1	-3	1	-2	-2	9
O=C1CCCN1C(=O)c1cncc(Br)c1	-6	-4	-3	-6	6	-13	-4	8	-6	-2	12
O=C1NCN(c2ccccc2)C12CCN(C(c1nnnn1C1CCCC1)C1CC1)CC2 (stereo not drawn)	22	9	-12	4	8	-9	-15	-3	x	11	13
COC(=O)C1=C(c2ccc(-c3ccccc3)c(F)c2)C[C@@H]2CC[C@H]1N2C(=O)N1CCC(C)CC1	9	18	-4	15	13	3	13	44	45*	24	25
COc1ccccc1OC(=O)c1ccc(C)c(S(=O)(=O)N2CCOCC2)c1	-2	-6	-3	-4	16	14	6	-7	-11	-9	6
CC(=O)O[C@@H]1/C=C/[C@](C)(O)C[C@@H](C)C/C=C/[C@H]2[C@@H]3O[C@]3(C)[C@@H](C)[C@H]3[C@H](Cc4ccccc4)NC(=O)[C@@]312	-10	x	-53*	55*	-37	23	11	60	x	3	-52
CCNc1nc(Cl)nc(NC(C)C)n1	3	3	1	7	5	-15	0	8	3	10	12
COc1ccc(CCC(C)NCCc2ccccc2)cc1 (stereo not drawn)	-22	-27	6	-30	4	-5	-2	-18	-14	-2	-5
COC(=O)C1=C(c2cccc(C#N)c2)C[C@@H]2CC[C@H]1N2C(=O)NCCNC(C)=O	11	-5	5	1	6	-8	-2	-3	-5	-5	3
C=CCN1C(=O)NC(=O)/C(=C/c2ccc(OC)c(CSc3ccccn3)c2)C1=O	-8	10	15	0	-10	-16	-20	12	-9	0	-6
C=CCN1C(=O)CSc2ccc(C(=O)N3CCC4(CC3)OCCO4)cc21	5	-13	8	-9	10	-6	2	0	8	1	-12
Cc1ccc(Oc2cc(NN3CCCCC3)c([N+](=O)[O-])cc2[N+](=O)[O-])c([N+](=O)[O-])c1	-4	-20	-27	22	-22	11	11	12	-7	0	7
CN1CCC2(O)OCCCC2C1 (stereo not drawn)	18	13	12	-6	8	-3	11	-8	-1	4	15
O=C1C2CCN(CC2)C1Cc1ccc(OCCOc2ccccc2)cc1 (stereo not drawn)	-2	-3	-6	-6	10	-1	-1	-11	-2	6	6
O=c1c2ccccc2nc(/C=C/c2ccc(O)cc2)n1-c1ccccc1O	-22	-14	1	-3	16	-11	1	-9	-14	-17	-5
COc1cccc(N2C(=O)/C(=C/c3ccc(C)o3)C(=O)NC2=S)c1	-2	-14	-4	-14	-12	0	5	-5	5	12	0
Cc1cc(/C=C2\C(=O)NC(=O)N(c3ccc(Cl)cc3)C2=O)c(C)n1-c1cccc(C(=O)O)c1	-12	16	-4	-16	11	2	-3	-12	1	10	4
COP(=O)(OC)C1(Nc2ccc(C)cc2)CCCCC1	19	-4	5	9	x	1	-15	7	2	-1	9
CN1C(=O)C(=Cc2coc3ccccc3c2=O)C(=O)N(C)C1=O	-4	15	8	-3	-11	-19	5	-6	-3	6	13
Fc1ccc(Cn2nnnc2C(c2ccc(Cl)cc2)N2CC=C(c3ccc(F)cc3)CC2)cc1 (stereo not drawn)	-1	1	13	-8	5	5	-14	19	0	2	-1
The list continues:
SMILES	SRC1 inh	COUP-TFII inh	KKLEB cytotox	CF NFkB block	TROY NFkB inh	TRAIL sens C8	LRH-1 inv ag	Shn3 inh set2	EBV LMP1 NFkB	SRC3 inh	TWEAK-Fn14 inh
COc1ccc(Cn2c(O)c(C=NCCN3CCOCC3)c(=O)[nH]c2=O)cc1	1	8	2	-9	5	9	13	0	-5	20	1
CC(C)(C)n1nnnc1C(c1cccs1)N1CCC2(CC1)C(=O)NCN2c1ccccc1 (stereo not drawn)	4	-8	-15	-60	20	-2	1	-6	x	-10	-28
CCOC(=O)c1c(/N=C/C2C(=O)NC(=O)NC2=O)sc2c1CCC2	-3	-3	8	11	-10	-10	-13	-24	-3	5	15
CC(=O)C1C(=O)NC23CCCCC2C1c1ccccc1O3 (stereo not drawn)	2	18	-3	4	-9	0	3	-11	6	-16	7
c1ccc(CCn2nnnc2CN2CCC(n3nnc4ccccc43)CC2)cc1	-8	-12	4	-4	-1	16	-14	21	6	5	-6
COC(=O)C1=C(c2ccc(S(C)(=O)=O)cc2)C[C@@H]2CC[C@H]1N2C(=O)N1CCC(C)CC1	2	-2	-3	-5	-10	-5	-3	7	-6	-2	5
CCN1CCN(c2ccc([N+](=O)[O-])cc2C(=O)OC)CC1	-7	1	-19	8	14	-5	-9	8	-3	10	-3
COc1cc2c(c(OC)c1)C(=O)OC(C)CCCC(=O)CCCCC2 (stereo not drawn)	-17	-19	21	-10	-5	-24	7	6	-6	-28	7
COc1ccc(-n2c(=S)[nH]c3ccc(C)cc3c2=O)cc1	-31	0	9	-6	-4	-12	-11	-9	3	-2	-27
COC(=O)C1=C(c2ccc(F)cc2OCc2ccccc2)C[C@@H]2CC[C@H]1N2C(=O)N1CCC(O)(c2ccc(Cl)cc2)CC1	8	14	-9	42	-2	12	5	8	-3	-3	56*
Cc1nc2ccccc2c(=O)n1-c1ccc(Cl)cc1Cl	-1	-1	5	-14	-14	-9	31	-7	-2	-13	9
CCOC(=O)c1c(C)n(CCN2CCN(C)CC2)c2ccc(OC)cc12	9	x	-3	-7	-10	3	5	2	-2	5	-20
CN(C)CCN(CC1CCCN(Cc2ccccc2F)C1)C(=O)Cc1c(F)cccc1F (stereo not drawn)	-1	15	-7	9	-9	-18	4	8	4	-15	-15
CCCCn1nnnc1C(c1ccccc1)N1CCC2(CC1)C(=O)NCN2c1ccccc1 (stereo not drawn)	-12	1	-5	-1	11	-17	8	0	x	6	1
CCC(=O)OC(Cc1ccccc1)(c1ccccc1)[C@H](C)CN(C)C (stereo partly drawn)	9	-3	8	6	-9	0	-14	4	5	1	5
O=C(O)COc1cc(Cl)c(Cl)cc1Cl	-14	3	15	-11	3	11	2	5	x	-9	3
CCCCN1C(=O)NC(=O)/C(=C/c2cnc(SC)nc2)C1=O	-7	-21	-8	5	14	8	1	-1	-2	1	-2

An excerpt (hit frequency here may not be typical).
